Screens: PubChem BioAssay, National Center for Advancing Translational Sciences (NCATS)
GLP-1R inv ag – acts as inverse agonist at human GLP-1 receptor | P43220 | Potency, µM (highest dose often 38.3 µM), for inactives: at the top dose activity change, negative = inhibition, hits mostly inhibitors | AID 624417 | HEK293 GLP-1R CRE-luciferase, luminescence, 24 h; GLP-1R form is constitutively active | 1.6% of 410,000 active; further: on the % scale 0 is the no-effect control and ±100 the full control effect; nearly all actives have a fitted effect of over 55% in size
Target sequence (P43220 whole entry, looked up): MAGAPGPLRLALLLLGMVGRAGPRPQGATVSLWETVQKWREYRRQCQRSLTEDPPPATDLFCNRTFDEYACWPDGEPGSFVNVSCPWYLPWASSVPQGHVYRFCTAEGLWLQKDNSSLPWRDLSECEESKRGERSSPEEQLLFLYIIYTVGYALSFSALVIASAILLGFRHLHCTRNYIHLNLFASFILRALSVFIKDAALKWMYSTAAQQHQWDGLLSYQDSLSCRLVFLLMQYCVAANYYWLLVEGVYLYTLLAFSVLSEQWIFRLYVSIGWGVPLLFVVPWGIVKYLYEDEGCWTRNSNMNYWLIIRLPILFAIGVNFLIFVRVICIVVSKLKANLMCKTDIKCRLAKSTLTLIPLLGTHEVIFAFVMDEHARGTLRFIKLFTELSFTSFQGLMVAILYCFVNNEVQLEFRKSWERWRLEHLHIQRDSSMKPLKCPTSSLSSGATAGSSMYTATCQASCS
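Readout was luciferase luminescence, measured 12 min after detection reagent at room temperature. Beforehand, GLP-1R reporter HEK293 cells had sat 12 h, then received compounds for 24 hr at 37 deg C.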
TDP-43 yeast inh – rescues yeast growth from TDP-43 toxicity | TDP-43 expressing yeast growth rescue, BacTiter-Glo, 24 h | Potency, µM (titrated, usually from 46.1 µM), inactives show at the top dose growth rescue (activation), actives largely listed as activators | 1.8% of 410,000 active; further: % of control where 0% means no effect; nearly all actives have a fitted effect of over 50% in size
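Yeast expressing TDP-43 (pregrown in raffinose, seeded at OD600=0.02 in galactose medium) exposed to compounds 24 hr at 30 deg C. Growth read by BacTiter-Glo luminescence; rescue of toxicity appears as increased signal.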
GLP-1R agonist – GLP-1 receptor (human) agonism; HEK293 GLP-1R CRE-luciferase, luminescence, 4-6 h; cells express a hypersensitive GLP-1R form; P43220; 0.007% of 380,000 active; Potency, µM (titrated, usually from 45.6 µM), for the others: top-dose activation, hits mostly activators; further: % of control where 0% means no effect
HEK293 tox – cytotoxicity in counter-screen for GLP-1R inverse agonists. HEK293 cAMP-luciferase reporter cells, luminescence, 24 h. Potency, µM (series often up to 38.3 µM), for the others: at the top dose activity change, negative = inhibition, actives largely listed as inhibitors. 0.13% of 410,000 active. AID 624418;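 further: loss of luciferase light is scored as toxicity; on the % scale 0 is the no-effect control and ±100 the full control effect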
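A 23 nL compound transfer followed 12 hours of cell culture at 37 deg C; exposure then lasted 24 hr. Luciferase assay detection reagent was dispensed and plates read for luminescence after a 12 min room-temperature wait.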
KB-3-1 tox – kills parental KB-3-1 adenocarcinoma cells; KB-3-1 viability, CellTiter-Glo ATP luminescence, 72 h; Potency, µM (titrated, usually from 46.1 µM), without a hit: at the top dose activity change, negative = cytotoxic, actives largely listed as cytotoxic; 1.4% of 400,000 active; AID 1347075; further: on the % scale 0 is the no-effect control and ±100 the full control effect; nearly all actives have a fitted effect of over 60% in size
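Viability of parental KB-3-1 cells, measured by CellTiter-Glo luminescence, followed a 72 h incubation at 37 °C with pinned compounds in phenol-red-free DMEM containing 10% FBS.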
KB-V1 MDR tox – kills drug-selected multidrug resistant KB-V1 cells. KB-V1 MDR cells viability, CellTiter-Glo, 72 h. Potency, µM (series often up to 46.1 µM), for inactives: top-dose activity change, negative = cytotoxicity, hits mostly cytotoxic. 3.4% of 400,000 active. AID 1347076; further: on the % scale 0 is the no-effect control and ±100 the full control effect; nearly all actives have a fitted effect of over 60% in size
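KB-V1, DMEM (no phenol red) + 10% FBS; cpd pin-transferred, titration series; 72 h, 37 degrees C; CellTiter-Glo, luminescence. Data normalized, curve-fit.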
HT1080 IDH1KD tx – kills HT-1080 cells with IDH1 knockdown; HT-1080 IDH1 knockdown viability, ATP luminescence, 48 h; Potency, µM (top dose mostly 46.1 µM), inactives show at the highest dose activity, negative = toxicity, actives largely listed as cytotoxic; 2% of 360,000 active; AID 686971;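 further: 0% = DMSO wells and -100% = cell-free medium wells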
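IDH1KD HT-1080 cells, 750/well, RPMI + 5% FBS; compound pinned after 2 h settling; 48 h, 37 °C; CellTiter-Glo luminescence; % activity normalised to DMSO and no-cell wells; curves fitted, classed by r2 and efficacy.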
HT1080-NT tox – kills 2HG-producing HT-1080-NT fibrosarcoma cells; HT-1080-NT fibrosarcoma viability, CellTiter-Glo ATP luminescence, 48 h; 1.6% of 360,000 active; Potency, µM (series often up to 46.1 µM), without a hit: at the top dose activity, negative = less viability, hits mostly cytotoxic; AID 686970;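 further: NT is the 2HG producing partner of a matched IDH1 knockdown line; 0% = DMSO-treated cells and -100% = media-only wells without cells; nearly all actives have a fitted effect of over 55% in size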
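Fibrosarcoma NT cells, 750 per well in 5% FBS RPMI, were exposed to compound for 48 hours. Viability: CellTiter-Glo luminescence.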
SW480 rerep – DNA re-replication induction in SW480 cells | SW480 DNA re-replication, Hoechst DNA content imaging, 48 h | Potency, µM (titrated, usually from 46.1 µM), for inactives: at the highest dose re-replication activation, hits mostly activators | 1.8% of 340,000 active | AID 624297; further: % of control where 0% means no effect; nearly all actives have a fitted effect of over 55% in size
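Quantitative HTS format with DMSO vehicle controls; 48 hr drug incubation at 37 C, then 40 min Hoechst staining and scanning imager measurement at 405 nm excitation.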
* = called active by the depositor; [ ] = another dose, or the depositor's remark. The call rests on the fitted dose curve; in most records, active means well fitted curve in the direction sought with a large enough effect; inconclusive means small, poorly fitted or top-dose-only effect, or another doubt; inactive means no such curve, though single readings can be large; an effect the other way counts as inactive or inconclusive. Potency means the concentration at half of the fitted maximal effect. This is a random part of the collection; 9.4% or so of the library scored in one or more.

Results for CC(C)(C)OC(=O)NCCCC[C@@H](C(=O)N1CCN(C(=O)OC(C)(C)C)CC1)n1cc(C(CO)NC(=O)OC(C)(C)C)nn1 (some centres undefined) ?
GLP-1R inv ag: 9%; TDP-43 yeast inh: 4%; GLP-1R agonist: -1%; HEK293 tox: 4%; KB-3-1 tox: 0%; KB-V1 MDR tox: inconclusive; HT1080 IDH1KD tx: 7%; HT1080-NT tox: 2%; SW480 rerep: 3%

Results for CC(=O)Nc1ccc(OCc2ccc(S(=O)(=O)Cc3ccccc3)cc2)cc1 ?
GLP-1R inv ag: 8%; TDP-43 yeast inh: -10%; GLP-1R agonist: 8%; HEK293 tox: 1%; KB-3-1 tox: -27%; KB-V1 MDR tox: inconclusive; HT1080 IDH1KD tx: 1%; HT1080-NT tox: 7%; SW480 rerep: 1%

How did CCC(=O)Nc1ccc(S(=O)(=O)NCc2ccco2)cc1 do in these assays?
GLP-1R inv ag: 17%; TDP-43 yeast inh: 5%; GLP-1R agonist: -14%; HEK293 tox: 10%; KB-3-1 tox: 0%; KB-V1 MDR tox: -9%; HT1080 IDH1KD tx: 9%; HT1080-NT tox: 11%; SW480 rerep: -2%

Results for CSc1ncccc1C(=O)Nc1cccc(S(=O)(=O)N2CCCCCC2)c1 ?
GLP-1R inv ag: inconclusive; TDP-43 yeast inh: 14%; GLP-1R agonist: 13%; HEK293 tox: -4%; KB-3-1 tox: -9%; KB-V1 MDR tox: -7%; HT1080 IDH1KD tx: -10%; HT1080-NT tox: -5%; SW480 rerep: 2%

How did CC(C)(C)S(=O)c1cccs1 (centres undefined) do in these assays?
GLP-1R inv ag: 2%; TDP-43 yeast inh: -4%; GLP-1R agonist: 1%; HEK293 tox: -5%; KB-3-1 tox: 6%; KB-V1 MDR tox: -7%; HT1080 IDH1KD tx: 24%; HT1080-NT tox: -6%; SW480 rerep: -12%

How did CC(Sc1nnc(N)s1)C(=O)Nc1ccc2c(c1)OCCO2 (centres undefined) do in these assays?
GLP-1R inv ag: -14%; TDP-43 yeast inh: 3%; GLP-1R agonist: 10%; HEK293 tox: -25%; KB-3-1 tox: -7%; KB-V1 MDR tox: -5%; HT1080 IDH1KD tx: 7%; HT1080-NT tox: -3%; SW480 rerep: 3%

What do the screens show for `O=C(Nc1ccc(F)cc1F)C1CCCN(c2ncnc3c2nc2n3CCCCC2)C1` (centres undefined)?
GLP-1R inv ag: inconclusive; TDP-43 yeast inh: inconclusive; GLP-1R agonist: 7%; HEK293 tox: -2%; KB-3-1 tox: -23%; KB-V1 MDR tox: -28%; HT1080 IDH1KD tx: -11%; HT1080-NT tox: -23%; SW480 rerep: -1%

How did O=C(c1ccc2c(c1)N(Cc1ccccc1F)C(=O)c1ccccc1S2=O)N1CCC(Cc2ccccc2)CC1 (centres undefined) do in these assays?
GLP-1R inv ag: inconclusive; TDP-43 yeast inh: 8%; GLP-1R agonist: 1%; HEK293 tox: -4%; KB-3-1 tox: -5%; KB-V1 MDR tox: -12%

Results for CCCCn1c(N)c(N(Cc2ccccc2OC)C(=O)COc2ccc(F)cc2Cl)c(=O)[nH]c1=O ?
GLP-1R inv ag: inconclusive; TDP-43 yeast inh: -8%; GLP-1R agonist: -1%; HEK293 tox: 0%; KB-3-1 tox: -4%; KB-V1 MDR tox: 8%; HT1080 IDH1KD tx: 3%; HT1080-NT tox: 0%; SW480 rerep: -7%

How did O=C(c1c(F)cccc1F)N1CCN(S(=O)(=O)c2ccc3c(c2)OCCO3)CC1 do in these assays?
GLP-1R agonist: -6%; KB-3-1 tox: 2%; KB-V1 MDR tox: 0%; SW480 rerep: 0%

What do the screens show for `O=C(CN1C(=O)CCC1=O)Nc1nc(-c2ccc(Oc3ccccc3)cc2)cs1`?
GLP-1R inv ag: -9%; TDP-43 yeast inh: 24%; GLP-1R agonist: -10%; HEK293 tox: -8%; KB-3-1 tox: 14%; KB-V1 MDR tox: -18%; HT1080 IDH1KD tx: -11%; HT1080-NT tox: -16%; SW480 rerep: -4%

What do the screens show for `CC(C)(C)NC(=O)C(c1ccco1)N(C(=O)Cn1nnc(-c2ccc(F)cc2)n1)c1ccccc1F` (centres undefined)?
GLP-1R inv ag: 2%; TDP-43 yeast inh: -25%; GLP-1R agonist: 2%; HEK293 tox: -8%; KB-3-1 tox: -7%; KB-V1 MDR tox: 18µM*; HT1080 IDH1KD tx: inconclusive; HT1080-NT tox: -19%; SW480 rerep: inconclusive

How did CCN(CC)CC(O)CCCCCCCCC(=O)OC (centres undefined) do in these assays?
GLP-1R inv ag: -23%; TDP-43 yeast inh: 2%; GLP-1R agonist: -1%; HEK293 tox: 0%; KB-3-1 tox: -6%; KB-V1 MDR tox: -8%; HT1080 IDH1KD tx: 6%; HT1080-NT tox: 7%; SW480 rerep: -1%

What do the screens show for `CCOc1ccc(CNC(=O)c2c(C)nn(-c3ccc(F)cc3)c2-n2cccc2)cc1`?
GLP-1R inv ag: inconclusive; TDP-43 yeast inh: 14µM*; GLP-1R agonist: 13%; HEK293 tox: -6%; KB-3-1 tox: inconclusive; KB-V1 MDR tox: 13µM*

How did CCCSc1ccc2nc(-c3ccccc3)cn2c1 do in these assays?
GLP-1R inv ag: 2.5µM*; TDP-43 yeast inh: -14%; GLP-1R agonist: -29%; HEK293 tox: -1%; KB-3-1 tox: 18µM*; KB-V1 MDR tox: 21µM*; HT1080 IDH1KD tx: 12µM*; HT1080-NT tox: 12µM*

Results for CCCCCCC(=O)N(O)C1CC(=O)N(c2ccc(F)cc2)C1=O (centres undefined) ?
GLP-1R inv ag: 23%; TDP-43 yeast inh: inconclusive; GLP-1R agonist: 2%; HEK293 tox: -7%; KB-3-1 tox: 0%; KB-V1 MDR tox: -11%; HT1080 IDH1KD tx: inconclusive; HT1080-NT tox: 16µM*; SW480 rerep: 26%

What do the screens show for `COc1ccc(N2CCN(C(=O)C3CCN(S(=O)(=O)c4ccc(F)cc4)CC3)CC2)cc1`?
GLP-1R inv ag: -26%; TDP-43 yeast inh: inconclusive; GLP-1R agonist: 5%; HEK293 tox: -10%; KB-3-1 tox: -27%; KB-V1 MDR tox: -21%; HT1080 IDH1KD tx: -2%; HT1080-NT tox: -4%; SW480 rerep: -13%

How did CCCCc1nnc(NC(=O)CCS(=O)(=O)Cc2ccccc2)s1 do in these assays?
GLP-1R inv ag: 20%; TDP-43 yeast inh: -3%; GLP-1R agonist: 13%; HEK293 tox: 5%; HT1080 IDH1KD tx: -5%; HT1080-NT tox: 0%; SW480 rerep: 20%

How did O=C(CNC(=O)c1ccc2c(c1)OCO2)N/N=C(Br)/C=C/c1ccccc1 do in these assays?
GLP-1R inv ag: inconclusive; TDP-43 yeast inh: 9%; GLP-1R agonist: 8%; HEK293 tox: inconclusive; KB-3-1 tox: inconclusive; KB-V1 MDR tox: 0%; HT1080 IDH1KD tx: 15µM*; HT1080-NT tox: inconclusive; SW480 rerep: inconclusive

How did CC(=O)Nc1ccc(NC(=O)CSc2ccc(-c3ccco3)nn2)cc1 do in these assays?
GLP-1R inv ag: 4%[0.307 µM]; TDP-43 yeast inh: -6%; GLP-1R agonist: 3%; HEK293 tox: 0%[0.307 µM]; KB-3-1 tox: 3%; KB-V1 MDR tox: 3%; HT1080 IDH1KD tx: 2%; HT1080-NT tox: -3%; SW480 rerep: -2%

What do the screens show for `Cc1cccc(OCC(=O)Nc2ccc(-c3nc4cc(C)ccc4o3)c(O)c2)c1`?
GLP-1R inv ag: 34%[activator]; TDP-43 yeast inh: 8%; HEK293 tox: 5%; KB-3-1 tox: 6%; KB-V1 MDR tox: 1%

What do the screens show for `CC(=O)Nc1cccc(-c2csc(N)n2)c1`?
GLP-1R inv ag: 10%; TDP-43 yeast inh: 8%; GLP-1R agonist: -4%; HEK293 tox: 2%; KB-3-1 tox: 1%; KB-V1 MDR tox: -2%; HT1080 IDH1KD tx: 7%; HT1080-NT tox: 2%; SW480 rerep: 2%

Results for CCc1ccc(OCC(=O)N(Cc2cccs2)C2CCS(=O)(=O)C2)cc1 (centres undefined) ?
GLP-1R inv ag: -15%; TDP-43 yeast inh: -3%; GLP-1R agonist: 1%; HEK293 tox: 3%; KB-3-1 tox: -4%; KB-V1 MDR tox: 1%; HT1080 IDH1KD tx: -5%; HT1080-NT tox: 0%; SW480 rerep: 4%

How did CC1CC(C)(C)CC2(C1)NC(=O)N(CC(=O)N(Cc1ccccc1)c1ccccc1)C2=O (centres undefined) do in these assays?
GLP-1R inv ag: inconclusive; TDP-43 yeast inh: 14%; GLP-1R agonist: 4%; HEK293 tox: -4%; KB-3-1 tox: -15%; KB-V1 MDR tox: -18%; HT1080 IDH1KD tx: inconclusive; HT1080-NT tox: inconclusive; SW480 rerep: inconclusive

Looked up by compound from the entries so far (three):
What do the screens show for `Cc1cccc(OCC(=O)Nc2ccc(-c3nc4cc(C)ccc4o3)c(O)c2)c1`?
GLP-1R inv ag: 34%[activator]; TDP-43 yeast inh: 8%; HEK293 tox: 5%; KB-3-1 tox: 6%; KB-V1 MDR tox: 1%

Results for CCc1ccc(OCC(=O)N(Cc2cccs2)C2CCS(=O)(=O)C2)cc1 (centres undefined) ?
GLP-1R inv ag: -15%; TDP-43 yeast inh: -3%; GLP-1R agonist: 1%; HEK293 tox: 3%; KB-3-1 tox: -4%; KB-V1 MDR tox: 1%; HT1080 IDH1KD tx: -5%; HT1080-NT tox: 0%; SW480 rerep: 4%

How did CC1CC(C)(C)CC2(C1)NC(=O)N(CC(=O)N(Cc1ccccc1)c1ccccc1)C2=O (centres undefined) do in these assays?
GLP-1R inv ag: inconclusive; TDP-43 yeast inh: 14%; GLP-1R agonist: 4%; HEK293 tox: -4%; KB-3-1 tox: -15%; KB-V1 MDR tox: -18%; HT1080 IDH1KD tx: inconclusive; HT1080-NT tox: inconclusive; SW480 rerep: inconclusive
